# D3 antag: qHTS of D3 Dopamine Receptor Antagonist: qHTS | max response, negative = inhibition, % | D(3) dopamine receptor (Homo sapiens), P35462 | actives 2.5% (n = 360,000) | D3R cells, DiscoveRx beta-arrestin luminescence, antagonist mode; hits give low values; in the data active = max response below about -50%; inconclusive = no clear call, values can overlap the other calls; also: % is scaled to controls: 0 for no effect and ±100 for the full control effect; mostly tested at two doses, the higher about 12 µM
# Target sequence (P35462 whole entry, looked up): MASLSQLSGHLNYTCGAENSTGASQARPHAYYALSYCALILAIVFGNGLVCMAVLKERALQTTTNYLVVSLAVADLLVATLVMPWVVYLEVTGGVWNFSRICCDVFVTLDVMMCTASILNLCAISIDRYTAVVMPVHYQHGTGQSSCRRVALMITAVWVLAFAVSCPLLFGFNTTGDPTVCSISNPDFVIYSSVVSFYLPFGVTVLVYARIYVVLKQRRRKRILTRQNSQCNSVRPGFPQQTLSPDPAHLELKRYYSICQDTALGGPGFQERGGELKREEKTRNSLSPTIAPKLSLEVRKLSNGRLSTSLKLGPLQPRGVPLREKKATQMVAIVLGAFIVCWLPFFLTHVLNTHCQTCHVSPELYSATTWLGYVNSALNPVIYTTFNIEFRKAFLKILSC
#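 Cells plated overnight at 1500 cells/well, then exposed to library compounds with dopamine controls for 90 minutes at 37 degrees C. DiscoveRx reagent added for 30–60 minutes at room temperature; luminescence read, quantitative HTS format.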
# GLP-1R agonist: qHTS of GLP-1 Receptor Agonists; actives 0.007% (n = 380,000); HEK293 GLP-1R CRE-luciferase, luminescence, 4-6 h; cells express a hypersensitive GLP-1R form; Potency, µM (titrated, usually from 45.6 µM), without a hit: at the top dose activation, hits mostly activators; also: potency is read from the fitted curve at half-maximal effect; % of control where 0% means no effect
# D3 ag: qHTS of D3 Dopamine Receptor Agonist: qHTS; D(3) dopamine receptor (Homo sapiens), P35462; D3R DiscoveRx beta-arrestin cells, luminescence, 90 min; max activation, %; actives 0.58% (n = 410,000); in the data active = max activation above about 30%; also: 0% is about no effect; mostly tested at two doses, the higher about 12 µM
#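 Agonist-mode cell screen: cells plated at 1500/well and incubated overnight at 37 °C, then exposed to library compounds for 90 min at 37 °C. Detection reagent was added for 30–60 min at room temperature, and luminescence was read.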
# KB-V1 MDR tox: qHTS assay for MDR1-selective chemotherapeutics: Primary screen using the drug-selected MDR subline cells KB-V1; KB-V1 MDR cells viability, CellTiter-Glo, 72 h; Potency, µM (top dose mostly 46.1 µM), inactives show at the top dose activity change, negative = cytotoxicity, actives largely listed as cytotoxic; actives 3.4% (n = 400,000); also: potency is read from the fitted curve at half-maximal effect; % is scaled to controls: 0 for no effect and ±100 for the full control effect; nearly all actives have a fitted effect of over 60% in size
#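 KB-V1 MDR subline cells in DMEM (phenol-red free, 10% FBS) exposed to compounds in qHTS concentration series for 72 h at 37 degrees C. Viability read by CellTiter-Glo luminescence; concentration-effect curves fitted after normalization and correction.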
# GLP-1R inv ag: qHTS of GLP-1 Receptor Inverse Agonists (Inhibition Mode) | HEK293 GLP-1R CRE-luciferase, luminescence, 24 h; GLP-1R form is constitutively active | Potency, µM (top dose mostly 38.3 µM), for the others: top-dose activity change, negative = inhibition, hits mostly inhibitors | actives 1.6% (n = 410,000); also: potency is read from the fitted curve at half-maximal effect; % is scaled to controls: 0 for no effect and ±100 for the full control effect; nearly all actives have a fitted effect of over 55% in size
#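 GLP-1R inverse agonism mode: basal reporter luminescence in engineered HEK293 cells measured after one day of compound exposure at 37 deg C, with a 12 min room-temperature detection step.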
# aSyn yeast inh: qHTS of alpha-syn Inhibitors; Potency, µM (doses to about 46.1 µM), without a hit: top-dose growth rescue (activation), hits mostly activators; actives 0.14% (n = 370,000); AID 652106, 2013; Yeast expressing alpha-synuclein, growth rescue, BacTiter-Glo, 24 h; also: potency is read from the fitted curve at half-maximal effect; % of control where 0% means no effect; nearly all actives have a fitted effect of over 65% in size
#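 Rescue of yeast growth: cells expressing toxic alpha-synuclein, induced in galactose at OD600 0.02, incubated with compound 24 h at 30 C. ATP luminescence quantified growth; inhibitors of toxicity appear as activators.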
# PTHR1 ag: qHTS for PTHR1 Agonists: Primary Screen; HEK293 GP2 PTHR1 cells, GloSensor cAMP luminescence, 1 h; Potency, µM (top dose mostly 115 µM), without a hit: top-dose activation, actives largely listed as activators; actives 0.075% (n = 410,000); AID 743266, 2014; also: potency is read from the fitted curve at half-maximal effect; nearly all actives have a fitted effect of over 55% in size; some results filed as inactive show a strong effect at the top dose; inactives centre near -15; many of its hits are not listed in these tables
# Target sequence (Q03431 whole entry, looked up): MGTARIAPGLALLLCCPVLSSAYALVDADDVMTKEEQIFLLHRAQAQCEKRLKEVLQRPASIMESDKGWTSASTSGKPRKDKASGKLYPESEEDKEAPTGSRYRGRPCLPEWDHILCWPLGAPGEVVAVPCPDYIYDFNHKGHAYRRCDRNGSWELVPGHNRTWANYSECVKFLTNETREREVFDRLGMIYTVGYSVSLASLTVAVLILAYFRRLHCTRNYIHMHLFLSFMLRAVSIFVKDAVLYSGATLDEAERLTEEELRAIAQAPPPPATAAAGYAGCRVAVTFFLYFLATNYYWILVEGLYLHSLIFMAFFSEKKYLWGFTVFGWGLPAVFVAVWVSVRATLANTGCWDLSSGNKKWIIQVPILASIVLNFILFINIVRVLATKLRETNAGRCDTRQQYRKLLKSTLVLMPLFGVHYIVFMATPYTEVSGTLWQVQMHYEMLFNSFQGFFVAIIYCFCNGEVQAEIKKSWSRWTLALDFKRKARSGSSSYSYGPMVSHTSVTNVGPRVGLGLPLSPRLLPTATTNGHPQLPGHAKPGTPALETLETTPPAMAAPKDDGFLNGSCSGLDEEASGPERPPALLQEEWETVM
#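 HEK-293-derived GP2 cells expressing PTHR1 and a GloSensor cAMP reporter, 3,000/well, plated overnight, given luciferin plus IBMX (each 0.5 mM as added) for 1 h at 37 °C, then compound for 1 h at 37 °C. Luminescence was read after 15 min at room temperature.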
# GLP1R cytotox: qHTS of GLP-1 Receptor Inverse Agonists: Cytotox Screen; actives 0.13% (n = 410,000); Potency, µM (series often up to 38.3 µM), without a hit: top-dose activity change, negative = inhibition, usual class: inhibitors; HEK293 cAMP-luciferase reporter cells, luminescence, 24 h;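 also: loss of luciferase light is scored as toxicity; potency is read from the fitted curve at half-maximal effect; % is scaled to controls: 0 for no effect and ±100 for the full control effect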
#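 A 23 nL compound transfer followed 12 hours of cell culture at 37 deg C; exposure then lasted 24 hr. Luciferase assay detection reagent was dispensed and plates read for luminescence after a 12 min room-temperature wait.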
# TDP-43 yeast inh: qHTS of TDP-43 Inhibitors; TDP-43 expressing yeast growth rescue, BacTiter-Glo, 24 h; Potency, µM (top dose mostly 46.1 µM), for inactives: top-dose growth rescue (activation), hits mostly activators; actives 1.8% (n = 410,000); AID 652104, 2013; also: potency is read from the fitted curve at half-maximal effect; % of control where 0% means no effect; nearly all actives have a fitted effect of over 50% in size
#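 Yeast cells expressing TDP-43 under galactose induction are exposed to compounds for 24 hr at 30 deg C. BacTiter-Glo luminescence measures growth, so protective compounds score as activators.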
# Starred values were filed as active, the others as inactive; i = inactive; ? = inconclusive; . = not tested or not shown; [ ] = remark or other dose. Unless noted, calls follow the shape of the dose curve; as a rule, active = well fitted curve in the direction sought with a large enough effect; inconclusive = small, poorly fitted or top-dose-only effect, or another doubt; inactive = no such curve, though single readings can be large; an effect the other way counts as inactive or inconclusive.
nr	SMILES	D3 antag	GLP-1R agonist	D3 ag	KB-V1 MDR tox	GLP-1R inv ag	aSyn yeast inh	PTHR1 ag	GLP1R cytotox	TDP-43 yeast inh
1	Cc1ccc(CN(C(=O)COc2ccc(Cl)c(C)c2)C2CCS(=O)(=O)C2)o1 (stereo unspecified)	.	.	-9	.	?	.	-61%[inhibitor]	-2%	6%
2	O=C(CC1C(=O)NCCN1Cc1cccc(Oc2ccccc2)c1)NCC1CCOCC1 (stereo unspecified)	-2	1%	-4	0%	8%	-4%	-12%	2%	-11%
3	CN(Cc1ccccc1)C(=O)c1ccc(NC(=O)C2=CSCCO2)cc1	-13	12%	0	3%	-6%	12%	-19%	-12%	?
4	COc1ccc(S(=O)(=O)N2CCN(CCO)CC2)cc1-c1nnc2c3ccccc3c(C)nn12	?	-3%	2	11%	65%[activator]	0%	6%	4%	-1%
5	CC1=CSC2=NC(C(F)(F)F)(C(F)(F)F)NC(=O)N12	-9	7%	-4	11%	-4%	1%	-1%	4%	2%
6	Cc1cc(-c2nnc(SCC(=O)Nc3ccccc3C)n2N)n[nH]1	4	-1%	-3	?	8%	-3%	i	-2%	-13%
7	COc1ccc2ncc(S(=O)(=O)c3ccccc3)c(N3CCC4(CC3)OCCO4)c2c1	13	7%	-4	0%	16%	7%	i	?	18µM*
8	O=C(Cn1c(=O)oc2ccccc21)Nc1ccc(C(=O)O)cc1	.	.	-6	.	14%	.	i	1%	7%
9	O=C1OC(c2ccccc2)=N/C1=C/c1cccc(OC(=O)c2cccs2)c1	?	5%	0	4%	-18%	6%	11%[57.5 µM]	-9%	-17%
10	C1CCC(OCCN2CCN(CCOC3CCCCC3)CC2)CC1	-63*	3%	-27	-11%	17%	0%	-21%	-5%	-3%
11	CC(/C=N/n1c(C2CCCCC2)n[nH]c1=S)=C\c1ccccc1	-24	4%	-6	0%	-8%	-17%	0%	-18%	9%
12	Cc1ccc(C(=O)C[n+]2ccc3ccccc3c2)cc1	3	3%	-13	-5%	4%	7%	i	2%	-15%
13	O=C(NC1CC1)c1ccc(COc2ccc(F)cc2)o1	6	-6%	6	-1%	1%	-5%	-8%[57.5 µM]	1%	-1%
14	NS(=O)(=O)c1cc(C(=O)OCC(=O)Nc2ccccc2[N+](=O)[O-])ccc1Cl	5	0%	6	-4%	-5%[7.66 µM]	1%	-17%	-1%[7.66 µM]	-16%
15	N#CC1(NC(=O)CSc2nnc(COc3ccccc3F)n2N)CCCCC1	0	2%	5	-3%	7%	-8%	-10%	-2%	-27%
16	Cc1c(-c2nn(C)c(=O)c3ccccc23)oc2ccc(F)cc2c1=O	2	-3%	1	18%	22%	6%	-19%[57.5 µM]	6%	12%
17	Cn1c2c(c(=O)n(C)c1=O)C(C(F)(F)F)(C(F)(F)F)N=C(c1ccc(Cl)cc1)N2	11	-1%	6	2.3µM*	?	-33%[inhibitor]	-30%	?	-61%[inhibitor]
18	O=C(CS(=O)CC(=O)N(CC(=O)NC1CCCC1)c1ccc2c(c1)OCCO2)Nc1ccc(F)cc1 (stereo unspecified)	-13	3%	0	9%	-2%	.	i	-1%	7%
19	C=CCSc1nc(-c2ccccc2)c2cc(Cl)ccc2n1	?	2%	-1	-18%	8%	3%	i	21%	12%
20	O=C(/C=C/c1ccccc1)OCC(=O)N1CCN(c2ccccc2)CC1	2	-8%	4	0%	-1%	0%	i	-7%	14%
21	COC(=O)CCCNC(=O)CCc1nnc(-c2ccc(-c3ccccc3)cc2)o1	5	-6%	6	2%	13%	1%	i	3%	0%
22	c1ccc(N2CCN(CC3CCCCC3)CC2)cc1	-75*	-1%	8	-11%	20%	-7%	?	-5%	-17%
23	CCOC(=O)C1=C(CC)Nc2ccccc2N=C1NC(=O)Nc1ccccc1OC	-17	-1%	1	-11%	7%	1%	-17%	-8%	4%
24	COc1ccc(C2CC(c3ccc(Br)cc3)=NN2C(=O)CN2CCCC2)cc1 (stereo unspecified)	-4	9%	-4	-22%	?	-1%	i	?	-6%
25	Cc1ccc(S(=O)(=O)NN=Cc2c(O)ccc3ccccc23)cc1	5	-2%	-2	-5%	-9%	6%	-11%	-23%	-91%[inhibitor]
26	CC(/C=C/c1ccco1)=N/NC(=O)c1ccccc1Cl	?	9%	-4	8%	24%	4%	-10%[57.5 µM]	-11%	-7%
27	Cc1ccc(OS(=O)Nc2cccc3nccnc23)cc1 (stereo unspecified)	-19	0%	-36	?	10%	23%	-2%[57.5 µM]	-5%	-5%
28	COc1cccc(C(=O)CC(C#N)c2ccc(F)cc2)c1 (stereo unspecified)	-10	-5%	-7	-15%	-10%	2%	-51%[inhibitor]	-1%	20%
29	COC(CNC(=O)C1CCCN1C(=O)OCc1ccccc1)OC (stereo unspecified)	-1	7%	1	17%	4%	1%	-22%	-19%	-10%[0.397 µM]
30	CC(C)n1c(C(F)(F)F)nc2cc(C(=O)N3CCOCC3)ccc21	7	1%	6	12%	11%	2%	i	18%	-13%
31	O=C(CN1CCN(c2ccc(O)cc2)CC1)Nc1ccc(S(=O)(=O)N2CCCC2)cc1	9	7%	98*	4%	?	-5%	i	-6%	-12%
32	Cc1ccc(Cn2ccc(NC(=O)c3cc(C(C)C)on3)n2)cc1	-9	-1%	-1	10%	?	9%	-17%	2%	0%
33	O=C(CN1C(=O)c2ccccc2C1=O)Nc1ccccc1N1CCOCC1	-3	2%	11	0%	13%	5%	-9%	7%	-14%
34	O=C(COc1ccccc1F)Nc1ccc(N2CCOCC2)cc1N1CCOCC1	17	7%	11	-13%	21%	13%	-15%	-7%	-20%
35	COC(=O)c1cc(C(=O)c2cc(Cl)ccc2O)coc1=N	6	7%	-7	-7%	2%[0.307 µM]	-22%	13%	15%[0.307 µM]	-1%
36	COc1ccc(CCNC(=O)c2cc(=O)c3cc(C)c(C)cc3o2)cc1OC	.	.	5	?	9%	.	-27%	6%	22%
37	O=C(NCc1ccco1)c1ccc(COc2cccc3ccccc23)cc1	4	-3%	3	21µM*	-8%	5%	i	-14%	7%
38	NC(=S)N/N=C/c1ccc(Br)o1	-2	1%	2	10%	?	-9%	i	?	17%
39	COc1ccccc1NC(=O)N1CCN(C(=O)Nc2ccccc2OC)CC1	-3	-2%	-1	6%	0%	9%	i	5%	-9%
40	CCOC(=O)c1ccccc1NC(=O)/C=C/C(=O)O	2	1%	2	-2%	-4%	0%	i	-5%	12%

# Arranged by formula weight (low to high): some entries from above
nr	SMILES	D3 antag	GLP-1R agonist	D3 ag	KB-V1 MDR tox	GLP-1R inv ag	aSyn yeast inh	PTHR1 ag	GLP1R cytotox	TDP-43 yeast inh
22	c1ccc(N2CCN(CC3CCCCC3)CC2)cc1	-75*	-1%	8	-11%	20%	-7%	?	-5%	-17%
29	COC(CNC(=O)C1CCCN1C(=O)OCc1ccccc1)OC (stereo unspecified)	-1	7%	1	17%	4%	1%	-22%	-19%	-10%[0.397 µM]
14	NS(=O)(=O)c1cc(C(=O)OCC(=O)Nc2ccccc2[N+](=O)[O-])ccc1Cl	5	0%	6	-4%	-5%[7.66 µM]	1%	-17%	-1%[7.66 µM]	-16%

# (continued)
nr	SMILES	D3 antag	GLP-1R agonist	D3 ag	KB-V1 MDR tox	GLP-1R inv ag	aSyn yeast inh	PTHR1 ag	GLP1R cytotox	TDP-43 yeast inh
41	COCCN1CC(=O)N(c2cccc(C)c2C)C(c2ccc(Cl)cc2)C1=O (stereo unspecified)	-24	-4%	-6	-12%	-8%	5%	i	-6%	7%
42	O=C(Cc1ccc(-c2ccccc2)cc1)NCCS(=O)(=O)N1CCN(c2ccccc2)CC1	.	.	-8	.	11%	.	i	7%	8%
43	O=C1N[C@@H](Cc2ccccc2)[C@@H](c2ccco2)O1	-7	0%	-24	13%	11%	-2%	-17%	?	-10%
44	N#Cc1c(N)n(-c2ccc(N)cc2)c2nc3ccccc3nc12	-10	13%	-4	26%	65%[activator]	-3%	-3%	0%	-1%
45	CSc1ccc(/C=C(/NC(=O)c2ccco2)C(=O)N2CCOCC2)cc1	-4	-4%	2	.	0%	8%	i	9%	8%
46	CCN(Cc1ccccc1)C(=O)COC(=O)c1cnc(C)cn1	-30	-4%	-6	-2%	1%	-9%	-23%	14%	5%
47	COc1ccccc1OCCCN1C(=O)C(=O)c2cccc(C)c21	0	10%	-15	0%	-6%	-19%	-21%	-10%	9%
48	CCOc1ccc(C(=O)NCCc2ccc3c(c2)OCCO3)cc1	15	9%	10	?	?	4%	-19%	-21%	?
49	CCOC(=O)N1CCC(NC(=O)Cn2cc3c(n2)CCCCC3)CC1	-21	-7%	-4	-2%	5%	10%	-14%	8%	-9%
50	CC(=O)N/C(=C\c1ccccc1Cl)C(=O)O	9	-18%	-10	-15%	2%	0%	-6%	48%[activator]	-8%
51	c1ccc(-c2nnc(N3CCOCC3)c3ccccc23)cc1	3	18%	3	10%	25%	6%	i	-21%	1%
52	COc1ccc(C(=O)NC2(C(F)(F)F)NC(=O)N(CCCc3ccccc3)C2=O)cc1OC (stereo unspecified)	-14	8%	10	4%	?	2%	-21%	3%	3%
53	COc1cc(/C=N\Nc2ccc([N+](=O)[O-])cc2)ccc1OCC(=O)Nc1ccc(C)c(C)c1	-3	-11%	-2	-4%	-6%	-19%	i	-9%	5%
54	CCOC(=O)c1c(NC(=O)CSc2nnc3c(n2)[nH]c2ccccc23)sc2c1CCN(C)C2	-60*	8%	1	-10%	?	1%	i	?	2%
55	Cc1ccccc1C(=O)NC1CCN(CC(=O)Nc2ccccc2Cl)CC1	12	-1%	-6	-15%	2%	2%	-11%	0%	10%
56	OCCNc1nc(-c2ccccc2)c2cc(Br)ccc2n1	37	?	2	1%	88%[activator]	?	i	12%	?

# Compound activity: PubChem, National Center for Advancing Translational Sciences (NCATS)

# Not all compounds are listed (hit frequency here may not be typical).
